From PubChem
DAX1 inh-1: inhibitors of DAX1 repression of SF-1 activated StAR promoter. HEK293T StAR-luciferase reporter, SF-1/DAX-1 repression relief. inhibition, % at 6.8 µM. 370,000 tested, 1.1% active. AID 652010;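 active means inhibition above the mean over all tested compounds plus 3 SD, cut at about 3.6% in these data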;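 further: 0% = DAX-1 cells with DMSO and 100% = cells lacking DAX-1 with DMSO; higher inhibition means more luminescence from relief of DAX-1 repression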
ADAM17 inh: ADAM17 inhibition, QFRET primary screen | P78536 | recombinant ADAM17, EDANS/DABCYL FRET peptide cleavage | inhibition, % at 6.95 µM | 370,000 tested, 0.83% active;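 active means inhibition above the mean of compounds lying between control limits plus 3 SD, set per campaign, cut at about 8.5% in these data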;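 further: 0% = DMSO-only wells as the low control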
DAX1 inh-2: inhibitors of human orphan nuclear receptor DAX1 (NR0B1). P51843. HEK293 Gal4-DAX1 luciferase reporter, luminescence. inhibition, % at 6.75 µM. 340,000 tested, 0.99% active. AID 504766;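 active means inhibition above the mean over all tested compounds plus 3 SD, cut at about 4.2% in these data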;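 further: 0% = DAX1-transfected cells with DMSO and 100% = empty-vector control cells with DMSO; inhibition shows as a rise in luminescence from relieved DAX1 repression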
Target sequence (P51843 207-470 limits assumed): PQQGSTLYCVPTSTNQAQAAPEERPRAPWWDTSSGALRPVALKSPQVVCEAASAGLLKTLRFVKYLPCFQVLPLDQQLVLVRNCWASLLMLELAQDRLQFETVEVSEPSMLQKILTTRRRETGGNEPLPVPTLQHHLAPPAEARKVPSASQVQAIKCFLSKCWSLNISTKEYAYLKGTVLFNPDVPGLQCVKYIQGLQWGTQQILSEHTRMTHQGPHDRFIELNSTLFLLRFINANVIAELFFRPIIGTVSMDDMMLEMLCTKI
MBD2 DNA inh: inhibitors of human MBD2 binding to methylated oligonucleotide. Q9UBB5. TR-FRET. inhibition, % at 4.4 µM. 370,000 tested, 0.31% active. AID 686964; in the data active means inhibition above about 13%
PLC-beta3 inh: inhibitors of human phospholipase C beta3; 370,000 tested, 0.18% active; AID 720704; inhibition, % at 12.2 µM; Purified PLC-beta3, fluorogenic substrate, fluorescence; in the data active means inhibition above about 11%;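 further: 0% = median of compound wells on plate and 100% = full blocker control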
ssDAF12 agonist: activators of S. stercoralis DAF-12 nuclear receptor. HEK293 ssDAF-12/GRIP1 lit1-tk-luc reporter, luminescence; % of 3 µM dafachronic acid response. activation, % at 6.8 µM. 370,000 tested, 1% active. AID 652126;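 active means activation above the mean over all tested compounds plus 3 SD, cut at about 0.9% in these data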;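 further: 0% = DMSO-only wells and 100% = 3 µM delta7-dafachronic acid wells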
PLCg1 inh: inhibitors of human phospholipase C gamma1 | P19174 | purified PLC-gamma1, fluorogenic substrate, fluorescence | inhibition, % at 12.2 µM | 370,000 tested, 0.84% active | AID 720700; in the data active means inhibition above about 9.5%
NR1D1 modulator: modulators of human Rev-erb alpha DNA binding | AID 1259318 | activity, % at 10 µM | 370,000 tested, 0.79% active | Rev-erbα–FITC-DNA binding, fluorescence polarization, 90 min | P20393;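 active means activity above about 14%, limit read from the data; passing the limit was not always enough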;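 further: 0% = DMSO wells with 35 nM protein and 100% = DMSO wells with 750 nM protein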
Target sequence (P20393 whole entry, looked up): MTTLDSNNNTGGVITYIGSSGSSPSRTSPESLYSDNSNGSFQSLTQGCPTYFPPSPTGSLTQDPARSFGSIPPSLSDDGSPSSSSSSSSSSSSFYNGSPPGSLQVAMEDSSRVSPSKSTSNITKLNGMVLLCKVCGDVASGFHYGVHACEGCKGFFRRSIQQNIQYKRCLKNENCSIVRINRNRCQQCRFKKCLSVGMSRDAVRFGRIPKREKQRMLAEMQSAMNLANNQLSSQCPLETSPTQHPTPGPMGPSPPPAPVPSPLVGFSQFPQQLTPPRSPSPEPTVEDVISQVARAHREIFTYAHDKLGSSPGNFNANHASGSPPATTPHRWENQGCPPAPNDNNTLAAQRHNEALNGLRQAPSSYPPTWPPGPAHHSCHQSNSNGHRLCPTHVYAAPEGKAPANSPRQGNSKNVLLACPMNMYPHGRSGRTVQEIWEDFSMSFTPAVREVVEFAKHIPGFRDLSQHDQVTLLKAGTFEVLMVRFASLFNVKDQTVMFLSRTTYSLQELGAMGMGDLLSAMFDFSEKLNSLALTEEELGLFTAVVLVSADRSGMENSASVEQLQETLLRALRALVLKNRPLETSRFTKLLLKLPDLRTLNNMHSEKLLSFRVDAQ
hcDAF12 agonist: activates DAF-12 receptor from parasite H. contortus; HEK293 hcDAF-12 lit1-tk-luc reporter, luminescence; 0% DMSO, 100% Δ7-dafachronic acid; activation, % at 6.8 µM; 370,000 tested, 1.4% active;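 active means activation above the mean of all tested compounds plus 3 SD, cut at about 5.5% in these data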;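 further: 100% = response to 3 µM Δ7-dafachronic acid high control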
hgDAF-12 ag: activates the H. glycines DAF-12 receptor ligand-binding domain; HEK293 GAL4-hgDAF12 UAS-luciferase reporter, agonist luminescence; normalized to butyrate control; activation, % at 6.8 µM; 370,000 tested, 1.8% active;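 active means activation above a cutoff set at the mean of all screened compounds plus 3 SD, cut at about 10% in these data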;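 further: 0% = DMSO wells and 100% = sodium butyrate wells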
SMARCA2 activ: increases SMARCA2 function in MMTV reporter cells | MG213 cells, MMTV-luciferase reporter, dexamethasone, overnight | activation, % at 9.1 µM | 370,000 tested, 1% active | AID 652017; in the data active means activation above about 7.8%;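 further: 0% = vehicle wells and 100% = reference activator wells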
The depositor's hits bear a star; · = not tested or not shown.

Abbreviations – A = DAX1 inh-1; B = ADAM17 inh; C = DAX1 inh-2; D = MBD2 DNA inh; E = PLC-beta3 inh; F = ssDAF12 agonist; G = PLCg1 inh; H = NR1D1 modulator; I = hcDAF12 agonist; J = hgDAF-12 ag; K = SMARCA2 activ
> O=C(COC(=O)c1ccc(S(=O)(=O)NCc2ccco2)cc1)NC1CCCCCC1
  A: 0.2 | B: 1 | C: 0.9 | D: 2 | E: -2 | F: -0.7 | G: -22 | H: -5 | I: 0.3 | J: -2.4 | K: 4

> CNC(=S)N/N=C1\C(=O)c2cccc3cccc1c23
  A: 0.0 | B: 0 | C: -0.3 | D: 0 | E: 3 | F: -0.2 | G: -2 | H: 0 | I: 11* | J: 2.5 | K: 0

> COC(=O)C1(S(=O)(=O)c2cccc3nsnc23)CC1
  A: 0.6 | B: 0 | C: 1.2 | D: -4 | E: 4 | F: -1.1 | G: 4 | H: -5 | I: -0.9 | J: -0.4 | K: 1

> OC(COCC1COc2ccccc2O1)CN1CCN(c2ccccc2F)CC1 (stereo not given)
  A: -0.7 | B: -1 | C: -0.8 | D: 0 | E: 1 | F: -1.4 | G: 2 | H: -1 | I: -1.9 | J: 0.4 | K: 2

> CC(C)(C)OC(=O)NCc1ccc(CNC(=O)c2nc[nH]c2C(=O)NCc2ccc(CNC(=O)OC(C)(C)C)cc2)cc1
  A: -2.1 | B: 12* | C: -3.0 | D: -2 | E: -3 | F: -2.1 | G: -4 | H: 0 | I: -3.8 | J: -6.4 | K: -2

> NS(=O)(=O)c1ccc(CNc2nc(-c3cccnc3)nc3ccccc23)cc1
  A: -0.6 | B: -1 | C: 4.1 | D: 2 | E: -20 | F: -0.8 | G: -10 | H: 2 | I: -1.9 | J: -0.4 | K: 1

> Cc1cccc(CSC2=NCCN2S(=O)(=O)c2ccc(F)cc2)c1
  A: -0.3 | B: 1 | C: -0.2 | D: -6 | E: -4 | F: -1.2 | G: 2 | H: 5 | I: -1.2 | J: -0.5 | K: -1

> CCOC(=O)c1ccc2[nH]c3c(c2c1)CCCC3
  A: 1.0 | B: -4 | C: 1.5 | D: 0 | E: -31 | F: -0.6 | G: -21 | H: 2 | I: -0.1 | J: 6.2 | K: 13*

> CCN(CC)c1nc(OCCNC(=O)Nc2ccccc2)nc(N(CC)CC)n1
  A: -0.7 | B: 3 | C: -0.2 | D: -2 | E: 1 | F: -1.7 | G: 1 | H: 0 | I: -1.8 | J: -2.6 | K: -2

> COc1cc(/C=N/c2oc(-c3ccccc3)cc2C#N)ccc1O
  A: 0.1 | B: -32 | C: 0.0 | D: -8 | E: -10 | F: -1.1 | G: -10 | H: 6 | I: -0.8 | J: 3.5 | K: -1

> CCOC(=O)c1c(NC(=O)COC(=O)Cc2n[nH]c(=O)c3ccccc23)sc(C(=O)N(C)C)c1C
  A: 0.1 | B: -1 | C: 0.2 | D: 0 | E: -5 | F: -0.3 | G: -1 | H: -1 | I: -0.2 | J: 3.9 | K: 1

> Cc1cccc(C)c1NC(=O)Nc1nnc([C@H]2C[C@H](O)[C@@H](CO)O2)s1
  A: -0.4 | B: -2 | C: · | D: -3 | E: 2 | F: -0.6 | G: -2 | H: -7 | I: 0.1 | J: 0.5 | K: -1

> CCCCC1=CC2=CC(=O)C(C)(OC(=O)CC)C(=O)C2=CO1 (stereo not given)
  A: 0.3 | B: -3 | C: 1.8 | D: -5 | E: -88 | F: -0.9 | G: -63 | H: 3 | I: -1.8 | J: -0.7 | K: 0

> CC(=O)Nc1ccc(-c2csc(Nc3ccc(S(N)(=O)=O)cc3)n2)cc1
  A: -0.3 | B: 0 | C: -0.9 | D: 1 | E: -35 | F: -0.9 | G: -20 | H: -5 | I: -0.5 | J: -2.3 | K: -5

> C[C@]12c3[nH]c4cc(-c5ccco5)ccc4c3CCN1C(=O)[C@@H](CC(=O)NCCC1=CCCCC1)C[C@@H]2C(=O)N1CCCCC1
  A: 2.0 | B: -40 | C: -0.7 | D: -2 | E: -253 | F: -1.6 | G: -166 | H: -2 | I: -1.8 | J: 0.1 | K: -2

> COc1ccc(NC(=O)NNC(=O)CCC(=O)Nc2ccccc2Cl)cc1
  A: 0.3 | B: -3 | C: 8.3* | D: 4 | E: -6 | F: -1.8 | G: -6 | H: 5 | I: -1.2 | J: 0.2 | K: -3

> COc1ccc(C(=O)NC(=S)N2CCN(C)CC2)cc1Br
  A: 0.3 | B: -3 | C: 2.5 | D: -4 | E: -7 | F: -1.6 | G: -4 | H: 0 | I: 0.1 | J: -3.5 | K: -2

> O=C(O)CCn1c(CO)nc2ccccc21
  A: 0.1 | B: 0 | C: -0.6 | D: -6 | E: 5 | F: -1.1 | G: 2 | H: 7 | I: -1.2 | J: -1.2 | K: -2

> O=C(NC(=S)Nc1ccc(S(=O)(=O)N2CCCCC2)cc1)c1ccc(Cl)cc1
  A: 0.1 | B: -4 | C: 0.5 | D: -2 | E: 1 | F: -0.7 | G: 0 | H: -3 | I: 1.4 | J: -0.4 | K: -1

> COc1ccc(OCCN2C(=O)c3cccc(N)c3C2=O)cc1
  A: 0.6 | B: -5 | C: -0.1 | D: -5 | E: -245 | F: -1.0 | G: -152 | H: -2 | I: -1.3 | J: 6.6 | K: 1

> COCC(C)n1c(C)cc(C(=O)CN2C(=O)NC(Cc3c[nH]c4ccccc34)C2=O)c1C (stereo not given)
  A: -0.3 | B: 4 | C: -0.6 | D: 3 | E: 5 | F: -0.9 | G: 3 | H: 3 | I: -1.0 | J: -1.1 | K: 0

> O=C1C=C(CCc2ccccc2)CCC1
  A: 1.9 | B: -5 | C: 1.0 | D: 2 | E: -2 | F: -0.8 | G: -1 | H: 1 | I: 0.4 | J: -0.8 | K: 1

> CC(C)(C)NC(=O)c1ccc2nccnc2c1
  A: 0.3 | B: -2 | C: -0.1 | D: -2 | E: 3 | F: -0.8 | G: 0 | H: 3 | I: -2.2 | J: 1.4 | K: 3

> CC(C)c1ccc(NC(=O)CCCC(=O)NCCc2ccccc2)cc1
  A: 0.2 | B: -3 | C: -2.7 | D: -3 | E: -9 | F: -1.6 | G: 2 | H: 1 | I: -2.2 | J: -0.8 | K: -1

> NC(=O)c1nc(C(=O)N2CCCCC2)c2ccccc2n1
  A: 0.9 | B: -4 | C: -0.4 | D: 5 | E: 0 | F: -0.9 | G: 0 | H: -1 | I: -1.4 | J: 0.4 | K: -1

Single values from the list:
`O=C(NC(=S)Nc1ccc(S(=O)(=O)N2CCCCC2)cc1)c1ccc(Cl)cc1` – SMARCA2 activ = -1
`COc1ccc(NC(=O)NNC(=O)CCC(=O)Nc2ccccc2Cl)cc1` – ssDAF12 agonist = -1.8
`CCOC(=O)c1c(NC(=O)COC(=O)Cc2n[nH]c(=O)c3ccccc23)sc(C(=O)N(C)C)c1C` – PLCg1 inh = -1
`NS(=O)(=O)c1ccc(CNc2nc(-c3cccnc3)nc3ccccc23)cc1` – ADAM17 inh = -1
`CCCCC1=CC2=CC(=O)C(C)(OC(=O)CC)C(=O)C2=CO1` (stereo not given) – NR1D1 modulator = 3

Some of these compounds in order of their number in DAX1 inh-2, largest number first:
structure,DAX1 inh-2
COc1ccc(C(=O)NC(=S)N2CCN(C)CC2)cc1Br,2.5
O=C1C=C(CCc2ccccc2)CCC1,1.0
CC(C)(C)NC(=O)c1ccc2nccnc2c1,-0.1
CCN(CC)c1nc(OCCNC(=O)Nc2ccccc2)nc(N(CC)CC)n1,-0.2
C[C@]12c3[nH]c4cc(-c5ccco5)ccc4c3CCN1C(=O)[C@@H](CC(=O)NCCC1=CCCCC1)C[C@@H]2C(=O)N1CCCCC1,-0.7

Next compounds.
Results follow in this order: DAX1 inh-1 | ADAM17 inh | DAX1 inh-2 | MBD2 DNA inh | PLC-beta3 inh | ssDAF12 agonist | PLCg1 inh | NR1D1 modulator | hcDAF12 agonist | hgDAF-12 ag | SMARCA2 activ
- COc1ccc(/C=C(/NC(=O)c2ccc(C)cc2)C(=O)N2CCCC2)cc1OC
  0.1 | 2 | 0.1 | 3 | -5 | -1.2 | 0 | 5 | -0.7 | 2.1 | -1
- Cc1ccc(C)c(NC(=O)COC(=O)CCCN=C2NS(=O)(=O)c3ccccc32)c1
  0.2 | 0 | 1.8 | -2 | 2 | -0.8 | 6 | 0 | -3.2 | 1.2 | 0
- OC[C@@H]1CN(C2CCCC2)C[C@H](n2cnc3c(NC4CC4)ncnc32)O1
  0.3 | -5 | · | 1 | 1 | -1.3 | 0 | -1 | 0.8 | -0.4 | -2
- O=C(c1cccc(Oc2c(Cl)cccc2[N+](=O)[O-])c1)N1CCCCC1
  -1.2 | -1 | -1.0 | -1 | 1 | -1.4 | 1 | 8 | -2.3 | -2.7 | -6
- Cc1onc(-c2ccccc2)c1-c1ccc(S(N)(=O)=O)cc1
  -2.5 | -2 | 1.0 | 3 | -1 | -0.8 | -2 | 4 | -1.3 | 4.0 | -1
- CCN(CC)CCCn1c2c(c(SCC(=O)Nc3cccc4ccccc34)nc1=O)CCC2
  3.8* | -13 | -0.8 | 5 | -13 | 0.0 | -3 | 3 | 2.6 | -0.6 | 3
- CN(Cc1ccccc1)C(=O)c1ccc(NC(=O)Cc2cccc(NC(=O)C3CCCN(C(=O)C4CCCC4)C3)c2)cc1 (stereo not given)
  -0.5 | 2 | -1.4 | -3 | -2 | -1.4 | 0 | -5 | -3.2 | -1.1 | -1
- O=S(=O)(Cc1nnnn1-c1ccccc1)c1ccccc1
  0.6 | -4 | -0.3 | -3 | -1 | -0.8 | 2 | -2 | -1.5 | -1.6 | 3
- CC(OC(=O)c1ccc(S(=O)(=O)N2CCCCC2)cc1)C(=O)NC1CCCCC1C (stereo not given)
  -1.0 | 0 | 0.1 | -1 | -1 | -1.2 | 2 | 1 | -0.7 | 1.9 | -1
- O=C(CCN1C(=O)/C(=C/c2ccccc2Cl)SC1=S)Nc1ccccn1
  1.7 | 2 | -1.3 | 0 | -7 | -1.1 | -1 | 3 | 1.7 | -0.1 | 0
- COc1ccccc1NC(=O)Cn1c(=O)n(C)c(=O)c2sc3c(c21)COC(C)(C)C3
  -0.1 | 1 | -0.5 | -2 | 2 | -1.2 | 13* | 1 | -1.6 | -0.2 | -4

Of the compounds above, these have a tert-butyl group.
Results follow in this order: DAX1 inh-1 | ADAM17 inh | DAX1 inh-2 | MBD2 DNA inh | PLC-beta3 inh | ssDAF12 agonist | PLCg1 inh | NR1D1 modulator | hcDAF12 agonist | hgDAF-12 ag | SMARCA2 activ
- CC(C)(C)OC(=O)NCc1ccc(CNC(=O)c2nc[nH]c2C(=O)NCc2ccc(CNC(=O)OC(C)(C)C)cc2)cc1
  -2.1 | 12* | -3.0 | -2 | -3 | -2.1 | -4 | 0 | -3.8 | -6.4 | -2
- CC(C)(C)NC(=O)c1ccc2nccnc2c1
  0.3 | -2 | -0.1 | -2 | 3 | -0.8 | 0 | 3 | -2.2 | 1.4 | 3
